FLuc stim CS – affects firefly luciferase, flagging false hits in luciferase stimulation screens | P08659 | 200,000 tested, under 10 active | activation factor at 10 µM | ATPlite luciferase biochemical, luminescence, 10 min; 0 = ATP-free wells, 1 = DMSO control | AID 1027;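 active = luciferase activation factor, scaled between plate controls, of at least 2 with compound at 10 µM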
Target sequence (P08659 whole entry, looked up): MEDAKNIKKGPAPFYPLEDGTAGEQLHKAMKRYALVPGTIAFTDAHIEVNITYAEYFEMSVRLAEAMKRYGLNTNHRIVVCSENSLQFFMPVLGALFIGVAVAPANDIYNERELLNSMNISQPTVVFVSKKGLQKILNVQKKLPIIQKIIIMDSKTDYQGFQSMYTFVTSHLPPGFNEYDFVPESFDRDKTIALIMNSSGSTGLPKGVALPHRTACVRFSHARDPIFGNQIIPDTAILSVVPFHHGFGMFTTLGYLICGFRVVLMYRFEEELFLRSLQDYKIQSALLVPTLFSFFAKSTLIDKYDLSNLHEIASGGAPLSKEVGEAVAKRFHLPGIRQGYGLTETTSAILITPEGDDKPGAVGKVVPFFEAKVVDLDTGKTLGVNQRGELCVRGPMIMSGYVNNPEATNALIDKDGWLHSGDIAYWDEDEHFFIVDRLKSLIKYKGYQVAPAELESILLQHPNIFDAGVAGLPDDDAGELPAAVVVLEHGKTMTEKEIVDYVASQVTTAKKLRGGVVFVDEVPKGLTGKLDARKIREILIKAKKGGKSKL
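System: Luciferase/luciferin detection reagent, cell-free biochemical luciferase assay | Medium: PBS buffer for ATP | Dosing: Test compounds dosed from 2 mM stocks in 100% DMSO | Timing: 10 min at ambient temperature | Signal: Luminescence measurement of luciferase light output | Evaluation: Luciferase activation, seen as luminescence increase over controls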
Efa HMGR inh – E. faecalis class II HMG-CoA reductase inhibition; purified E. faecalis HMGR, NADPH absorbance 340 nm kinetic; inhibition, % at 10 µM; actives 0.41% (n = 190,000); AID 1066;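 active = inhibition above a set limit, the median over all tested compounds plus 3 SD, cut at about 9.5% in these data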;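 also: enzyme runs in reverse so mevalonate oxidation gives rising NADPH absorbance; 0% = complete reaction with DMSO and 100% = background rate lacking mevalonate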
FLuc inh counter – Photinus pyralis luciferase inhibition counter-screen; P08659; ATPLite firefly luciferase biochemical luminescence, 10 min; actives 1.5% (n = 200,000); inhibition, % at 10 µM;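 active = inhibition above about 50% when tested at 10 µM, limit read from the data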
G6PDH counter – inhibits Leuconostoc G6PDH, flagging false hits in G6PDH-based assays. Purified L. mesenteroides G6PDH, diaphorase/resazurin coupled fluorescence, 45 min. inhibition, % at 5 µM. actives 0.12% (n = 200,000). AID 1020; in the data active = inhibition above about 50%
Hsp70 activator – Hsp70 transcriptional activation, primary screen | HeLa Hsp70 promoter luciferase reporter, luminescence; scaled: vehicle 0, proteasome-inhibitor control 100% | activation, % at 10 µM | actives 0.04% (n = 200,000) | AID 1203;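 active = activation above the mean across all tested compounds plus 3 SD, cutoff set per campaign, cut at about 5.5% in these data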;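 also: 100% = MG132 at 30 µM as the positive control and 0% = DMSO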
DTT redox prof – compounds producing H2O2 with reducing agent – biochemical, NIH compound library profiling, artefact control for MLSCN library redox annotation, primary screen. DTT-dependent redox cycling H2O2, phenol red/HRP absorbance; 100% = 100 µM peroxide control, 0% = buffer. activation, % at 10 µM. actives 0.03% (n = 200,000);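 active = activation of at least 50% relative to the plate's high and low controls in the primary single-dose screen; inactive = activation below 50%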;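 also: compound incubated with DTT at 0.8 mM final as the reducing agent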
NF-kB neuron act – NF-kB expression increase, human neuronal cells | fold change at 12.5 µM | actives 1.6% (n = 190,000) | NF-kB reporter expression; active compounds read high; in the data active = fold change above about 3.3
APP transl inh – APP translation inhibition. AID 1285. inhibition, % at 2 µM. actives 0.82% (n = 190,000). SH-SY5Y APP 5'UTR-luciferase reporter, luminescence;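 active = inhibition above a set limit, derived from the sample mean plus 3 SD, cut at about 45% in these data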; also: values of inactives mirror those of a sister screen read the other way
STAT1 act – activators of IFN-gamma induced STAT1 signaling. activation (% of control), % at 5.5 µM. AID 932. actives 2.6% (n = 200,000). NIH 3T3 STAT1-luciferase reporter, luminescence; 100% = IFN-gamma alone, no compound;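 active = activation above the screen-wide mean activation plus 3 SD, cut at about 130% in these data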;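 also: raw ratio to IFN-gamma control signal so 100% means no change and 0% no light; values of inactives mirror those of a sister screen read the other way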
APP 5'UTR act – APP 5'UTR luciferase reporter activation; SH-SY5Y APP 5'UTR luciferase reporter, luminescence; zero percent = DMSO vehicle wells; activation, % at 2 µM; actives 1% (n = 190,000); AID 1276;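 active = activation above a set limit, based on mean plus 3 SD of controls, cut at about 140% in these data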; also: values of inactives mirror those of a sister screen read the other way
* hit, by the source's call; nt = no result given.

SMILES | FLuc stim CS | Efa HMGR inh | FLuc inh counter | G6PDH counter | Hsp70 activator | DTT redox prof | NF-kB neuron act | APP transl inh | STAT1 act | APP 5'UTR act
CCN1C(=O)C(O)(CC(=O)c2ccc3c(c2)OCCO3)c2ccccc21 (configuration not stated) | 1 | 4 | -4 | 0 | -0.3 | -1.8 | 0.94 | nt | 97 | nt
COc1ccc(-c2cc(C(F)(F)F)nc(N3CCOCC3)n2)cc1OC | 1.1 | -4 | -8 | 8 | -0.2 | 0.0 | 1.2 | 7 | 104 | -7
CCCc1nnc(SCC(=O)N2CCCC2)n1CC1CCCO1 (configuration not stated) | 1.1 | -1 | -7 | 0 | 0.2 | 1.1 | 0.99 | -10 | 106 | 10
CC(=O)NC(CC(=O)c1ccc([N+](=O)[O-])cc1)C(Cl)(Cl)Cl (configuration not stated) | 1 | -2 | 3 | 25 | -0.4 | 0.3 | 0.92 | -4 | 98 | 4
COc1cc(CN(C)Cc2nc3cc(C(F)(F)F)ccc3c(=O)[nH]2)ccc1OC(F)F | 1 | -8 | -1 | 2 | -0.1 | -0.8 | 0.92 | -19 | 105 | 19
CCOC(=O)C1=C(CN2CCN(C(=O)OCC)CC2)NC(=O)NC1c1ccc2c(c1)OCO2 (configuration not stated) | 1.1 | 0 | -6 | 1 | -0.2 | -1.2 | 0.81 | -3 | 95 | 3
CCCn1c(SCC(=O)Nc2cccc(C)n2)nnc1C(C)C | 1 | 1 | 0 | 7 | -0.3 | 0.3 | 1.1 | -9 | 96 | 9
COc1ccc(NC(=S)N2CCN(c3ccccn3)CC2)cc1OC | 1 | -5 | -3 | 20 | -0.2 | 0.3 | 1.2 | 3 | 107 | -3
CC1(C)CC(=O)C(C2=NC(C)(C)Cc3ccccc32)=C(O)C1 | 1.1 | -4 | -6 | -3 | -0.4 | 1.4 | 0.94 | -2 | 96 | 2
Nc1ccnn1Cc1ccncc1 | 1 | -1 | -2 | 13 | 0.2 | -0.2 | 1.2 | 6 | 101 | -6
C=CCOC(=O)C1=C[C@H](C2CCCCC2)[C@@H](CCCO)[C@H](OCC)O1 | 1 | -6 | 0 | 14 | 0.4 | 0.3 | 0.76 | -3 | 97 | 3
COC(=O)c1cccc(NC2CC(=O)N(c3ccc(OC)c(OC)c3)C2=O)c1 (configuration not stated) | 1 | 4 | 0 | 2 | -0.1 | -1.1 | 1.3 | -25 | 96 | 25
O=C(CSc1nnnn1-c1ccccc1)Nc1nsc(-c2ccccc2)n1 | 1 | -1 | -5 | -42 | -0.4 | 2.3 | 7.9* | -6 | 98 | 6
C/C(=N\OC(=O)c1ccc(Cl)c(Cl)c1)c1sc(C)nc1C | 1 | 1 | 4 | 0 | -0.1 | -2.3 | 1.1 | 0 | 109 | 0
COc1ccc(S(=O)(=O)N(C)c2ccc(C(=O)NCCC(C)C)cc2)cc1 | 1 | -3 | -4 | 14 | -0.2 | 0.2 | 1.2 | 0 | 98 | 0
COC(=O)c1ccc(CSc2nc3ccccc3s2)o1 | 1 | 1 | 0 | -18 | 0.3 | 5.3 | 1.7 | -36 | 121 | 36
O=C(c1cccc(Br)c1)c1conc1C(=O)c1ccco1 | 1.1 | -4 | -5 | -1 | -0.2 | -0.6 | 1.4 | -5 | 99 | 5
COc1ccccc1-c1nnc2sc(COc3ccc(Cl)cc3Cl)nn12 | 1 | 2 | -2 | 6 | -0.5 | 0.2 | 0.96 | -4 | 97 | 4
O=C(CCCc1nc2ccccc2s1)N1CCN(S(=O)(=O)c2cccs2)CC1 | 1 | -5 | -5 | -9 | 1.2 | 2.3 | 0.77 | -7 | 93 | 7
Cc1cc(CSc2ccccc2)ccc1NC(=O)c1ccc(Cl)c([N+](=O)[O-])c1 | 1 | -3 | -2 | 7 | -0.4 | 2.4 | 1.1 | 5 | 88 | -5

The list goes on; it opens with the five that closed the last part.
SMILES | FLuc stim CS | Efa HMGR inh | FLuc inh counter | G6PDH counter | Hsp70 activator | DTT redox prof | NF-kB neuron act | APP transl inh | STAT1 act | APP 5'UTR act
COC(=O)c1ccc(CSc2nc3ccccc3s2)o1 | 1 | 1 | 0 | -18 | 0.3 | 5.3 | 1.7 | -36 | 121 | 36
O=C(c1cccc(Br)c1)c1conc1C(=O)c1ccco1 | 1.1 | -4 | -5 | -1 | -0.2 | -0.6 | 1.4 | -5 | 99 | 5
COc1ccccc1-c1nnc2sc(COc3ccc(Cl)cc3Cl)nn12 | 1 | 2 | -2 | 6 | -0.5 | 0.2 | 0.96 | -4 | 97 | 4
O=C(CCCc1nc2ccccc2s1)N1CCN(S(=O)(=O)c2cccs2)CC1 | 1 | -5 | -5 | -9 | 1.2 | 2.3 | 0.77 | -7 | 93 | 7
Cc1cc(CSc2ccccc2)ccc1NC(=O)c1ccc(Cl)c([N+](=O)[O-])c1 | 1 | -3 | -2 | 7 | -0.4 | 2.4 | 1.1 | 5 | 88 | -5
CC(C)C(=O)N1c2ccccc2NC2=C(C(=O)CCC2)C1c1ccc(N(C)C)cc1 (configuration not stated) | 1 | 4 | -1 | 16 | 0.2 | -0.6 | 0.67 | 0 | 102 | 0
CCCc1cc(=O)[nH]c(SCc2cccnc2)n1 | 1 | -2 | -1 | 4 | 0.1 | 0.2 | 1.2 | -1 | 101 | 1
Cc1nnc(SCC(=O)Nc2sccc2C(N)=O)n1Cc1ccccc1 | 1.1 | 3 | -7 | 9 | -0.2 | -1.4 | 0.92 | 4 | 101 | -4
Cc1ccc(-c2c(C#N)c(N)nc3c2CCCC3)o1 | 1 | -2 | 1 | 1 | -0.1 | -0.8 | 1.1 | 3 | 97 | -3
OCCNCc1ccc(-c2ccccc2)cc1 | 1.1 | -9 | -6 | -7 | -0.5 | -0.1 | 2.1 | 0 | 111 | 0
O=C(O)CNC(=S)NCc1ccccc1 | 1.1 | -3 | -7 | 2 | -0.1 | -1.2 | 1 | -11 | 100 | 11
O=Cc1ccc(-c2ccccc2C(=O)O)o1 | 1 | -2 | -1 | 9 | -0.1 | 0.0 | 1.2 | 14 | 106 | -14
CCc1nc2ccccc2c(C(=O)OCC(=O)C(C)(C)C)c1C | 1.1 | -1 | -7 | 8 | -0.3 | -0.2 | 1.2 | -13 | 97 | 13
COc1ccc(CCNS(=O)(=O)c2ccc3c(c2)CCN3C(=O)CCC(=O)O)cc1OC | 1 | 1 | -2 | -3 | 0.5 | 0.6 | 0.86 | 0 | 97 | 0
O=C(CC1Nc2ccccc2NC1=O)NCc1cccnc1 (configuration not stated) | 1.1 | -5 | -9 | 23 | 0.2 | -4.3 | 0.98 | 13 | 97 | -13
CCN(CC)S(=O)(=O)c1ccc(C(=O)NCC(c2ccc(OC)cc2)N2CCOCC2)cc1 (configuration not stated) | 1 | -2 | -2 | 4 | -0.3 | -0.4 | 0.8 | -21 | 103 | 21
CCOC(=O)c1sc(=NC(=O)c2ccc(C)c(C)c2)n(C)c1C | 0.9 | -3 | 14 | 3 | 0.2 | 0.0 | 1 | -129 | 127 | 129
Cc1cc(C(=O)NCCCN(C)C)c2ccccc2n1 | 1.1 | -11 | -6 | 10 | -0.4 | -1.1 | 0.99 | -11 | 104 | 11
CC(=O)N(C)c1ccc(NC(=S)Nc2ccccc2)cc1 | 1 | -4 | -5 | -14 | 0.2 | 3.4 | 0.94 | -17 | 94 | 17
COc1cc(C2C(=O)N(C3CCCC3)CC(=O)N2Cc2ccco2)ccc1OC(C)C (configuration not stated) | 1 | -2 | -2 | 4 | -0.1 | 1.3 | 0.98 | 17 | 103 | -17
CCOCCn1cnc2sc(C(=O)NCC(=O)OCC)c(C)c2c1=O | 0.9 | 3 | 13 | -4 | 0.1 | 0.3 | 1.3 | -28 | 102 | 28
Cc1ccc(S(=O)(=O)C2(S(=O)(=O)c3ccc(C)cc3)CCCC2)cc1 | 1.1 | -3 | -7 | 7 | -0.2 | -2.2 | 1.3 | 28 | 101 | -28
CCSc1nc2c(c(=O)n1Cc1ccccc1)SC(C)C2 (configuration not stated) | 1 | 1 | -3 | -5 | -0.1 | 0.6 | 1 | -14 | 88 | 14
COc1ccccc1CNS(=O)(=O)c1c(C)[nH]c(=O)[nH]c1=O | 1.1 | -5 | -6 | -3 | -0.5 | 0.1 | 1.5 | -1 | 100 | 1
COC(=O)/C(=C/c1cccc([N+](=O)[O-])c1)NC(=O)c1ccc(OC)cc1 | 1 | -8 | -3 | 10 | 0.5 | -0.6 | 1.5 | 10 | 113 | -10
Cc1ccc(C2=N/C(=C\c3cccnc3)C(=O)O2)cc1 | 0.8 | 0 | 18 | 6 | -0.3 | -0.9 | 1 | 4 | 104 | -4
COc1ccc(/C=C/C(=O)Nc2c(C)nn(C)c2C)cc1COc1ccc(Cl)cc1Br | 1.1 | -1 | -8 | 5 | -0.3 | -3.1 | 1.4 | -2 | 106 | 2
COC(=O)c1ccc(Oc2nc(NC(C)(C)C)nc(N3CCOCC3)n2)cc1 | 1.1 | -4 | -5 | -2 | 0.0 | 4.1 | 1.2 | 12 | 100 | -12
Cc1ccccc1/C=N/NC(=O)Cc1ccc(Cl)cc1 | 1 | 1 | -2 | 1 | -0.2 | -0.4 | 1.2 | -12 | 91 | 12
Cc1nn2c(N3CCOCC3)c3c(nc2c1-c1ccccc1)CCCC3 | 1 | 0 | -2 | 10 | -0.2 | 0.4 | 0.83 | -1 | 99 | 1
COc1ccc(/C=C(/C#N)c2cccnc2)cc1OC | 1.1 | -5 | -7 | 12 | -0.4 | 0.0 | 0.81 | -23 | 104 | 23
COc1ccc(C)cc1NC1=C(Cl)C(=O)N(C2CCCCC2)C1=O | 1 | -6 | -4 | 2 | -0.5 | 2.1 | 1 | -14 | 104 | 14
COc1cc(CC(CC(=O)O)CC(C)OCc2ccccc2)cc(OC)c1 (configuration not stated) | 1.1 | 4 | -7 | 7 | 0.2 | 0.1 | 0.92 | -6 | 100 | 6
Cc1n[nH]c(C)c1C(=O)CC1(O)C(=O)N(CCc2ccccc2)c2ccc(Cl)cc21 (configuration not stated) | 1 | -2 | 0 | 4 | -0.5 | 2.8 | 0.59 | 11 | 97 | -11
O=C(NC1CCCCCC1)C(=S)NCCc1ccccc1 | 1 | -9 | 2 | 4 | 0.1 | -0.2 | 1.5 | 22 | 105 | -22
Cc1cc(NC(=O)CCc2ccc(C)o2)no1 | 0.9 | 2 | 6 | -1 | 0.0 | -0.1 | 1.4 | -15 | 95 | 15
Cc1ccc(C2CC(C(F)(F)F)n3ncc(C(N)=O)c3N2)cc1 (configuration not stated) | 1 | -2 | -4 | 12 | 0.2 | 0.3 | 1.2 | -2 | 100 | 1

Filtered by structure, the compounds so far with bromine.
SMILES | FLuc stim CS | Efa HMGR inh | FLuc inh counter | G6PDH counter | Hsp70 activator | DTT redox prof | NF-kB neuron act | APP transl inh | STAT1 act | APP 5'UTR act
O=C(c1cccc(Br)c1)c1conc1C(=O)c1ccco1 | 1.1 | -4 | -5 | -1 | -0.2 | -0.6 | 1.4 | -5 | 99 | 5
COc1ccc(/C=C/C(=O)Nc2c(C)nn(C)c2C)cc1COc1ccc(Cl)cc1Br | 1.1 | -1 | -8 | 5 | -0.3 | -3.1 | 1.4 | -2 | 106 | 2
